Screening results: PubChem BioAssay, National Center for Advancing Translational Sciences (NCATS)
Akt phos inh = Akt phosphorylation inhibition; actives 0.32% (n = 360,000); Neuro2A IGF-stimulated pAkt S473 HTRF, 20 min; hits give low values; activity change, % for hits at 50 µM; in the data active means activity change below about -80%; inconclusive means mostly about -51% to -80%; further: on the % scale 0 is the no-effect control and ±100 the full control effect
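Single-point screen (50 µM final compound) in Neuro2A cells stimulated 20 min with 6 nM IGF at 37 deg C. After lysis, Ser473-phosphorylated Akt read by HTRF (ex 330 nm, em 615/665 nm) as the 665/615 ratio.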
MmCpn inh = inhibitors of Methanococcus maripaludis chaperonin (MmCpn) | Potency, µM (titrated, usually from 76.9 µM), inactives show at the highest dose activity, negative = inhibition, hits mostly inhibitors | actives 0.031% (n = 330,000) | purified Mm-Cpn ATPase, ADP Transcreener TR-FRET; further: potency means the concentration at half of the fitted maximal effect; on the % scale 0 is the no-effect control and ±100 the full control effect; nearly all actives have a fitted effect of over 80% in size
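Eu-cryptate anti-ADP/ADP-d2 competition gives a ratio inversely related to ADP. Enzyme at 25 nM was pre-exposed to compound for 10 min, then given 10 uM ATP for 30 min, 37°C throughout.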
EPAC2 antagonist = antagonists of human EPAC2; Q8WZA2; EPAC2 GEF exchange of Rap1B-BODIPY-GDP, fluorescence; Potency, µM (doses to about 114 µM), for inactives: at the highest dose activity, negative = inhibition, actives largely listed as inhibitors; actives 0.18% (n = 360,000); AID 720708; further: potency means the concentration at half of the fitted maximal effect; on the % scale 0 is the no-effect control and ±100 the full control effect; nearly all actives have a fitted effect of over 45% in size; many of its hits are not listed in these tables
EPAC2 agonist = activates human EPAC2 exchange factor | Q8WZA2 | EPAC2 activation, biochemical qHTS; response scale: 100% = 6.5 mM cAMP response | Potency, µM (top dose mostly 154 µM), for inactives: top-dose activation, hits mostly activators | actives 0.079% (n = 360,000); further: potency means the concentration at half of the fitted maximal effect; nearly all actives have a fitted effect of over 50% in size
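EPAC2 (100 nM) mixed with Rap1B loaded with BODIPY-GDP (250 nM) plus 50 uM unlabeled GDP; compounds pinned in, 5 min RT, then read every 5 min for 30 min (ex 480, em 540 nm). Normalized to cAMP control.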
D3 antag = antagonists of human D3 dopamine receptor | actives 2.5% (n = 360,000) | AID 652054 | max response, negative = inhibition, % | D3R cells, DiscoveRx beta-arrestin luminescence, antagonist mode; hits give low values | P35462; in the data active means max response below about -50%; inconclusive means no clear call, values can overlap the other calls; further: on the % scale 0 is the no-effect control and ±100 the full control effect; mostly tested at two doses, the higher about 12 µM
Target sequence (P35462 whole entry, looked up): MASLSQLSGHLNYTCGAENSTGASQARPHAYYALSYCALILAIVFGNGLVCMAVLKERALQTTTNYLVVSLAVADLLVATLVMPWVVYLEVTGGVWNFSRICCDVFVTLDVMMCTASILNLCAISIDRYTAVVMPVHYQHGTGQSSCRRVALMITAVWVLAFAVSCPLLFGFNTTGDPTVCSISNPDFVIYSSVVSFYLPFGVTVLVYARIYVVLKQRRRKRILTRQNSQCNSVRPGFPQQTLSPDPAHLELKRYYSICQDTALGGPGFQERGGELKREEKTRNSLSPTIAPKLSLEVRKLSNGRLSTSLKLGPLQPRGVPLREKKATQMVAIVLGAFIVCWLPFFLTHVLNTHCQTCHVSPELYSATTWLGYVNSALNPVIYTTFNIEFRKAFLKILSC
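Cells plated overnight at 1500 cells/well, then exposed to library compounds with dopamine controls for 90 minutes at 37 degrees C. DiscoveRx reagent added for 30–60 minutes at room temperature; luminescence read, quantitative HTS format.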
PTHR1 agonist = agonists of human PTHR1 parathyroid hormone receptor. Potency, µM (highest dose often 115 µM), for inactives: at the top dose activation, most hits filed as activators. AID 743266. actives 0.075% (n = 410,000). HEK293 GP2 PTHR1 cells, GloSensor cAMP luminescence, 1 h; further: potency means the concentration at half of the fitted maximal effect; nearly all actives have a fitted effect of over 55% in size; some results filed as inactive show a strong effect at the top dose; inactives centre near -15; many of its hits are not listed in these tables
Target sequence (Q03431 whole entry, looked up): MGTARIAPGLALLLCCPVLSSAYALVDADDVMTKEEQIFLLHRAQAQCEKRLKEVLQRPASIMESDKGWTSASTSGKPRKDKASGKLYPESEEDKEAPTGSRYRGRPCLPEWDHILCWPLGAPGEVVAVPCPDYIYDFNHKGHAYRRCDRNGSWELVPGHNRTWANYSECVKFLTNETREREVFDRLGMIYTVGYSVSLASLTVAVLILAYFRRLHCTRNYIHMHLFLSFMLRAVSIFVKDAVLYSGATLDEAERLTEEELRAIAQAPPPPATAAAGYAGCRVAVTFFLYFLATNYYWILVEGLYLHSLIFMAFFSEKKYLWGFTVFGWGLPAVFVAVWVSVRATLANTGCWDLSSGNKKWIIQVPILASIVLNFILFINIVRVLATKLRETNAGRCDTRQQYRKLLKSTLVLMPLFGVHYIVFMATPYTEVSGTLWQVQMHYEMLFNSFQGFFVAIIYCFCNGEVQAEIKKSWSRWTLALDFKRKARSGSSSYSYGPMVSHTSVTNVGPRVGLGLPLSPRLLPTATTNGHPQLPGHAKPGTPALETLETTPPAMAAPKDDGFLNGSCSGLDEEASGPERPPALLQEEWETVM
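HEK-293-derived GP2 cells expressing PTHR1 and a GloSensor cAMP reporter, 3,000/well, plated overnight, given luciferin plus IBMX (each 0.5 mM as added) for 1 h at 37 °C, then compound for 1 h at 37 °C. Luminescence was read after 15 min at room temperature.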
CCT chaperon mod = changes cytosolic chaperonin activity; purified chaperonin ATPase assay, HTRF ADP detection, 30 min; activity change, % (concentration not given with the values), hits read low; actives 0.3% (n = 360,000); AID 651819; in the data active means activity change below about -30%; further: on the % scale 0 is the no-effect control and ±100 the full control effect
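We incubate TRiC, 40 or 20 nM final, with library compounds at 76 uM and 10 uM ATP for 30 min at 37 °C. ADP formed is detected with Transcreener HTRF reagents after 30 min at room temperature.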
DRD3 agonist = agonists of human D3 dopamine receptor. P35462. D3R DiscoveRx beta-arrestin cells, luminescence, 90 min. max activation, %. actives 0.58% (n = 410,000); in the data active means max activation above about 30%; further: 0% is about no effect; mostly tested at two doses, the higher about 12 µM
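Agonist-mode cell screen: cells plated at 1500/well and incubated overnight at 37 °C, then exposed to library compounds for 90 min at 37 °C. Detection reagent was added for 30–60 min at room temperature, and luminescence was read.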
Active calls of the source: *; i = inactive; ? = inconclusive; · = not tested or not shown; [ ] = remark or other dose. Unless noted, the call rests on the fitted dose curve; in most records, active means well fitted curve in the direction sought with a large enough effect; inconclusive means small, poorly fitted or top-dose-only effect, or another doubt; inactive means no such curve, though single readings can be large; an effect the other way counts as inactive or inconclusive. Some of the compounds tested; count on the stated rates, not on these rows.

SMILES	Akt phos inh	MmCpn inh	EPAC2 antagonist	EPAC2 agonist	D3 antag	PTHR1 agonist	CCT chaperon mod	DRD3 agonist
CC(C)CNC(=S)N(CCCN(C)C)Cc1cc2cc3c(cc2[nH]c1=O)OCCO3	i	0%	-7%	12%	0	-2%	-17	-2
CN(CC(O)COCc1cccs1)C1CCCCC1 (stereo not drawn)	i	-2%	-4%	1%	1	i	1.0	-3
COc1ccc(OC)c(NC(=O)C2CC(=O)N(CCc3ccccc3)C2)c1 (stereo not drawn)	i	1%	-3%	-3%	-3	i	-2.3	1
O=C(c1ccc(COCC(F)(F)F)o1)N1CCCCCC1	i	0%	2%	6%	9	i	-2.2	2
COc1ccc(S(=O)(=O)N2CCC(C(=O)N[C@H](C(=O)N3CCCCCC3)C(C)C)CC2)cc1	i	3%	5%	0%	-1	-10%	-1.1	0
COC(=O)c1c(NC(=O)C2COc3ccccc3O2)sc2c1CCN(C(=O)OC)C2 (stereo not drawn)	i	·	-11%	1%	50	i	1.1	3
O=C(Nc1ccncc1)Nc1cccc(C(F)(F)F)c1	i	1%	1%	11%	-1	i	0.5	-5
COc1cc2c(cc1OC)-c1cc(NC3CCCCCCC3)nc(=O)n1CC2	i	2%	4%	0%	20	-18%[57.5 µM]	-4.5	4
COc1ccc(C(=O)CSC2=NS(=O)(=O)c3cc(Cl)ccc3N2)cc1	i	1%	0%	4%	-17	-50%[inhibitor]	-1.4	-7
COC(=O)Cn1c2ccc(OC)cc2c2nc(C)sc21	i	0%	-3%	11%	-10	i	-0.8	-6
Cc1ccc(NC(=O)COC(=O)CN2C(=O)NC(C)(C)C2=O)cc1S(=O)(=O)N1CCOCC1	i	4%	10%	3%	-20	-6%	0.9	-10
Cc1ccc(C(=O)Nc2cccc(C(=O)NCc3ccco3)c2)cc1	i	2%	1%	15%	-23	-17%	-2.5	-10
Cc1nc2scc(-c3cccs3)c2c(=O)n1CC(=O)O	i	-8%	8%	-6%	-5	-17%[57.5 µM]	2.6	2
Cc1cccc(C)c1NC(=O)C(c1cccc2ccccc12)n1c(=O)c(-c2ccco2)nc2ccccc21 (stereo not drawn)	i	·	5%	5%	?	i	·	-11
COc1cccc(NC(=O)NCCCN2CCN(c3ccc(F)cc3)CC2)c1	i	-4%	-12%	10%	-56*	i	-2.3	-30
CC(=O)c1ccc(NC(=O)c2noc(C(C)C)c2[N+](=O)[O-])cc1	i	1%	10%	5%	-6	-35%[inhibitor]	-2.3	-18
COc1ccc(C=O)cc1CN1C(=O)c2ccccc2C1=O	i	-1%	-18%	4%	-7	i	-2.5	0
Cc1oc2c(C)c3oc(=O)c(CCC(=O)NCCCN4CCCC4=O)c(C)c3cc2c1C	i	-5%	-11%	8%	-4	-19%	-2.9	-9
Cc1cc(NS(=O)(=O)c2ccc(NC(=O)c3cnc4sccn4c3=O)cc2)nc(C)n1	i	1%	15%	0%	-5	-23%	-1.1	1
O=C(CCCn1c(=O)c2sccc2n(Cc2cc(=O)n3ccccc3n2)c1=O)NCc1ccco1	i	-1%	7%	6%	-8	i	-3.3	3

4 compounds from above, ordered by SMILES length, smallest number first.
SMILES	Akt phos inh	MmCpn inh	EPAC2 antagonist	EPAC2 agonist	D3 antag	PTHR1 agonist	CCT chaperon mod	DRD3 agonist
CN(CC(O)COCc1cccs1)C1CCCCC1 (stereo not drawn)	i	-2%	-4%	1%	1	i	1.0	-3
COc1cc2c(cc1OC)-c1cc(NC3CCCCCCC3)nc(=O)n1CC2	i	2%	4%	0%	20	-18%[57.5 µM]	-4.5	4
O=C(CCCn1c(=O)c2sccc2n(Cc2cc(=O)n3ccccc3n2)c1=O)NCc1ccco1	i	-1%	7%	6%	-8	i	-3.3	3
COc1ccc(S(=O)(=O)N2CCC(C(=O)N[C@H](C(=O)N3CCCCCC3)C(C)C)CC2)cc1	i	3%	5%	0%	-1	-10%	-1.1	0

New compounds follow.
SMILES	Akt phos inh	MmCpn inh	EPAC2 antagonist	EPAC2 agonist	D3 antag	PTHR1 agonist	CCT chaperon mod	DRD3 agonist
COc1cc(S(=O)(=O)N2CCOCC2)ccc1NC(=O)COC(=O)c1ccccn1	i	?	-5%	-6%	-4	i	3.0	-3
O=C(NCCc1nc2ccccc2[nH]1)/C(=C/c1ccc2c(c1)OCO2)NC(=O)c1ccccc1Cl	i	?	5%	-2%	5	-16%	-1.1	-2
CCCNC(=O)c1nnsc1Sc1ccc(Cl)cc1	i	-1%	1%	19%	-15	-5%	-0.4	1
CCOc1cc(/C=N/NC(=O)c2ccc(CN3CCOCC3)cc2)ccc1OC	i	-1%	-22%	6%	3	i	0.2	-4
S=c1[nH]nc(COc2ccc(Cl)cc2)n1-c1ccc(Cl)cc1	i	2%	-1%	-4%	-9	i	2.3	-2
O=C(Nc1nccs1)OCc1ccccc1	i	·	-4%	14%	13	i	0.6	4
COc1cccc(/C=C2\C(=O)N(c3cccc(C)c3)C(=O)c3ccccc32)c1	i	-2%	1%	0%	10	i	1.6	-6
COc1cccc(CNC(=O)c2ccc(C(=O)NCc3cccc(OC)c3)cc2)c1	i	-3%	0%	-5%	-11	i	1.8	2
Cc1ccc(CNc2ccc(N3CCOCC3)c(Cl)c2)cc1	i	0%	-8%	0%	7	i	-4.1	5
O=C(CNS(=O)(=O)c1cccc(Br)c1)NCC1CCCCC1	i	0%	-10%	8%	-2	i	-1.6	-1
CCOC(=O)c1c(NC(=O)CSc2nnnn2-c2ccc3c(c2)OCCO3)sc(C)c1C	i	-2%	3%	6%	-16	i	1.6	17
O=C(COc1ccccc1)Nc1nc(-c2cccs2)cs1	i	-1%	0%	14%	-14	i	-1.4	-3
O=C(NC1CCCCC1)C1c2ccccc2OCC(=O)N1CC(F)(F)F (stereo not drawn)	i	·	7%	0%	-11	0%	0.9	-4
CCCCCCc1ccc(N2C[C@H](Cc3ccccc3)[C@@H](CC(=O)Nc3ccccc3)C2=O)cc1	i	-1%	-5%	18%	3	-23%	0.4	9
CCOc1cccc(-c2nc3c(s2)CCc2onc(-c4cccc([N+](=O)[O-])c4)c2-3)c1	i	1%	0%	0%	0	-23%	-2.5	5
CCc1ccc(NSc2ccccc2[N+](=O)[O-])cc1	i	3%	-9%	5%	-15	-20%	0.9	3
COCC(=O)N(Cc1cc2ccc(C)cc2[nH]c1=O)c1cccc(C)c1	i	0%	1%	5%	-6	-20%	0.6	1
Cn1c(=O)c2sccc2n2c(CCCC(=O)NCc3ccc4c(c3)OCO4)nnc12	i	?	2%	7%	3	i	0.7	-3
O=C(NNC(=O)c1cccnc1)NC12CC3CC(CC(C3)C1)C2	i	1%	4%	5%	-6	i	0.8	-5
CCOc1ccc(N=C2NC(=O)C(CC(=O)Nc3ccc(OC)cc3)S2)cc1 (stereo not drawn)	i	1%	-4%	-2%	6	i	1.6	-2

Taken from above:
MmCpn inh, COCC(=O)N(Cc1cc2ccc(C)cc2[nH]c1=O)c1cccc(C)c1 = 0%
CCT chaperon mod, O=C(NNC(=O)c1cccnc1)NC12CC3CC(CC(C3)C1)C2 = 0.8

More records follow.
SMILES	Akt phos inh	MmCpn inh	EPAC2 antagonist	EPAC2 agonist	D3 antag	PTHR1 agonist	CCT chaperon mod	DRD3 agonist
CC1CCCN(S(=O)(=O)c2cccc(C(=O)OCC(=O)N(C)Cc3c(F)cccc3Cl)c2)C1 (stereo not drawn)	i	-2%	-4%	8%	1	-38%[inhibitor]	0.7	3
COc1cccc(CC(=O)OCC(=O)NCC(=O)Nc2cccc(C)c2C)c1	i	2%	-1%	13%	5	-14%	-1.3	-2
CCN(CC)C(=O)[C@H]1C[C@H](CC(=O)NCCc2ccccn2)C(=O)N2CCc3c([nH]c4ccc(Cl)cc34)[C@]12C	i	3%	13%	-2%	-27	-6%	1.9	2
O=C(COc1ccccc1Cl)N1CCN(C(=O)c2ccco2)CC1	i	0%	0%	-2%	3	i	1.2	-5
CCC(c1nnnn1C1CCCC1)N(Cc1cccs1)Cc1cc2cc(C)ccc2[nH]c1=O (stereo not drawn)	i	-1%	-3%	17%	0	-11%	1.1	-1
Cc1cc(S(=O)(=O)N2CCCCC2)ccc1OCC(=O)N1CCCC1	i	0%	26%	5%	-7	-9%	1.3	-8
CCNc1nc(NC(C)CC)nc(ON=C(C)C)n1 (stereo not drawn)	i	-1%	-1%	-1%	15	-3%	2.2	6
Cc1cc(S(=O)(=O)N(Cc2ccc3c(c2)OCO3)CC2CCCO2)ccc1-n1cnnn1 (stereo not drawn)	i	0%	-2%	-3%	17	-18%	1.2	-11
CCCCCCCC(=O)OC(CN1CCCCCC1)CN1CCCC1=O (stereo not drawn)	i	-2%	-2%	1%	-25	-34%[inhibitor]	-3.1	-25
CN1C(=O)/C(=C/c2cccc(Cl)c2)Sc2ccc(C(=O)N3CCOCC3)cc21	i	0%	-6%	6%	-30	-4%	-1.5	-10
COc1ccc2c(c1)[nH]c1c(=O)n(CCC3=CCCCC3)cnc12	i	2%	-1%	0%	0	i	-0.1	2
COc1ccc(Nc2nnc(SCC(=O)N(CC(C)C)C3CCS(=O)(=O)C3)s2)cc1 (stereo not drawn)	i	·	15%	6%	?	-24%	-1.4	-8
Cc1c(OC(C)C(=O)NCc2ccncc2)ccc2c3c(c(=O)oc12)CCCC3 (stereo not drawn)	i	0%	0%	0%	58	-22%	2.2	24
COC(C(=O)NNC(=O)Cc1ccc(Cl)cc1)c1ccccc1 (stereo not drawn)	i	3%	1%	8%	11	i	-0.4	11
Cc1cccc(OC(=O)C2C(c3ccccc3)C(C(=O)O)C2c2ccccc2)c1 (stereo not drawn)	i	0%	-10%[57.1 µM]	-12%	-17	?	1.2	-2
COc1ccc(CNC(=O)c2cc3c(=O)n4cccc(C)c4nc3n(CC3CCCO3)c2=N)cc1 (stereo not drawn)	i	-1%	-9%	-4%	-16	i	-0.4	-1
CN(C(=O)c1ccc(NC(=O)C2CC=CCC2C(=O)O)cc1)c1ccccc1 (stereo not drawn)	i	2%	3%	-7%	12	-7%[57.5 µM]	-2.0	-4
O=C(NC(Cc1ccccc1)C(=O)O)NC12CC3CC(CC(C3)C1)C2 (stereo not drawn)	i	-2%	12%	5%	-17	22%	-0.7	-9
CCC(C)C(=O)Nc1nccs1 (stereo not drawn)	i	-2%	-8%	-5%	2	i	0.1	2
COc1ccc(OC)c(S(=O)(=O)N2CCC(C(=O)Nc3cccc(C)c3C)CC2)c1	i	-1%	2%	-2%	16	-41%[inhibitor]	-1.5	0
